Screening data from PubChem BioAssay.
RGS7-Gao: regulators of human RGS7-Galphao interaction. Multiplexed bead flow cytometry, RGS7-Galphao binding; actives lie on both sides. P09471. hit rate 0.35% among 220,000. binding response (% of control), % at 10 µM; in the data active means binding response below about 49% or above about 150%; inconclusive means no clear call, values can overlap the other calls; inactive means in between;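 further: fluorescent Galphao held in activated GDP-AlF4 state binding bead-coupled RGS7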
Bim-Bcl-B: human Bim-Bcl-B interaction inhibition; Q9HD36; bead-based flow cytometry, Bim peptide-Bcl-B binding; inhibition, % at 10 µM; hit rate 0.073% among 190,000;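 further: 0% = tracer peptide without compound and 100% = reference inhibitor peptide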
ABCG2 inh: blocks JC-1 efflux by human ABCG2 transporter | IgMXP3 cells, flow cytometry | inhibition, % at 6.6 µM | hit rate 0.1% among 190,000;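 active means inhibition above 80%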;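 further: 0% = DMSO and 100% = nicardipine control wells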
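Incubation: cells with compound and JC-1, 10 min at 25 °C, rotating, no wash / Test system: IgMXP3 (ABCG2) plus far-red-tagged CCRF-Adr (ABCB1) cells / Compound dosing: one concentration, 6.6 µM final / Also added: JC-1 fluorescent substrate / Evaluation: efflux inhibition in percent versus controls / Detection: flow cytometry, 530 nm JC-1 signal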
Bcl-XL Bim block: disrupts Bim peptide binding to human Bcl-XL. Q07817. bead flow cytometry, fluorescence. inhibition, % at 10 µM. hit rate 0.04% among 190,000. AID 1007
Target sequence (Q07817 whole entry, looked up): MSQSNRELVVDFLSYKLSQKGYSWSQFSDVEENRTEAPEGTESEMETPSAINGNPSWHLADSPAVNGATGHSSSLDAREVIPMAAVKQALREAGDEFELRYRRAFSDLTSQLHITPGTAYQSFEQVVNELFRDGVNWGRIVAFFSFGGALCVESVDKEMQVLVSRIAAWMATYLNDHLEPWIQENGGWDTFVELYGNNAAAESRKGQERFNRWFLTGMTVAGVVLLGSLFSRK
Bim-Bcl-2: inhibitors of Bim-Bcl-2 interaction, human | P10415 | Bead-based flow cytometry, Bim peptide-Bcl-2 binding | inhibition, % at 10 µM | hit rate 0.06% among 190,000; in the data active means inhibition above about 40%; inconclusive means no clear call, values can overlap the other calls;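 further: 0% = no compound wells with probe peptide and 100% = reference peptide inhibitor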
Mcl-1 Bim block: inhibitors of Bim-Mcl-1 interaction, human; inhibition, % at 10 µM; Bead-based flow cytometry, Bim peptide-Mcl-1 binding; AID 1009; hit rate 0.1% among 190,000; Q07820;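 further: 0% = no compound tracer wells and 100% = peptide blocker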
Target sequence (Q07820 whole entry, looked up): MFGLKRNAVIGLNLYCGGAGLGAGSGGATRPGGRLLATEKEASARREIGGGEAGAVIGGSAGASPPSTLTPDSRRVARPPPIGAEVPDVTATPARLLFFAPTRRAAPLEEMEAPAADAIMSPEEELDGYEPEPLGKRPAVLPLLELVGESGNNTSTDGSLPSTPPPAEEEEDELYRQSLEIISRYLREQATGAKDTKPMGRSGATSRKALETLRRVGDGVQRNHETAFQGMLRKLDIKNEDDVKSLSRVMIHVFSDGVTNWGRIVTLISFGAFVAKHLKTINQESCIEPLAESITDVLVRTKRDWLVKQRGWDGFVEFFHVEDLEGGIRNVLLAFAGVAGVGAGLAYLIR
Bfl-1 Bim block: disrupts Bim binding to human Bfl-1. inhibition, % at 10 µM. Bead-based flow cytometry, Bim-Bfl-1 binding inhibition. hit rate 0.12% among 190,000;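 further: 0% = wells without compound plus tracer and 100% = blocker peptide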
ABCB1 block: inhibitors of human ABCB1 transporter, ABCG2 counter-screen; P08183; CCRF-Adr cells, JC-1 efflux, flow cytometry; inhibition, % at 6.6 µM; hit rate 0.067% among 190,000; AID 1326; in the data active means inhibition above about 40%;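 further: 0% = vehicle and 100% = reference inhibitor; higher value means more JC-1 retained so stronger ABCB1 efflux block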
RGS4-Gao reg: modulates binding of RGS4 to human Galphao. P09471. Multiplexed bead flow cytometry; actives lie on both sides. binding response (% of control), % at 10 µM. hit rate 0.33% among 220,000; in the data active means binding response below about 49% or above about 150%; inactive means in between;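 further: fluorescent Galphao activated with aluminum fluoride binding bead-coupled RGS4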
RGS8-Gao: human RGS8-Galphao interaction regulation | P09471 | multiplexed bead flow cytometry, RGS8-Galphao binding; actives lie on both sides | response (percent of control binding), % at 10 µM | hit rate 0.34% among 220,000; in the data active means response below about 60% or above about 140%; inactive means in between;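 further: Galphao activated as the GDP aluminium fluoride complex binding bead-coupled RGS8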
Bim-Bcl-W: inhibitors of Bim-Bcl-W interaction, human. bead-based flow cytometry, Bim peptide-Bcl-W binding. inhibition, % at 10 µM. hit rate 0.02% among 190,000. AID 952;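 further: 0% = bound tracer without compound and 100% = peptide blocker; higher means less fluorescent Bim peptide bound to Bcl-W beads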
Target sequence (Q92843 whole entry, looked up): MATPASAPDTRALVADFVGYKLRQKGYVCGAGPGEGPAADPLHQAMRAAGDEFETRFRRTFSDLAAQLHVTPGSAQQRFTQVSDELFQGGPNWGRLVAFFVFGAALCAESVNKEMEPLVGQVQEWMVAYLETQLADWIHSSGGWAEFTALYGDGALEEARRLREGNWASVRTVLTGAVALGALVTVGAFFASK
* = called active by the depositor; ? = inconclusive; . = no result given. Unless noted, no stated cut-off is given here; in the data, active means inhibition above about 40%.

SMILES	RGS7-Gao	Bim-Bcl-B	ABCG2 inh	Bcl-XL Bim block	Bim-Bcl-2	Mcl-1 Bim block	Bfl-1 Bim block	ABCB1 block	RGS4-Gao reg	RGS8-Gao	Bim-Bcl-W
C/C(=N\Nc1ccc(C(=O)O)cc1)c1ccc(-n2ccnc2)cc1	?	-5	0	-4	-2	-5	-8	-0.2	97	100	-3
NS(=O)(=O)c1ccc(CCNC(=O)C(=O)c2c[nH]c3ccccc23)cc1	98	-6	-4	-2	-6	-4	-1	-0.4	100	101	-3
CC(C)Cn1c(SCC(=O)NCc2ccc(Cl)cc2)nnc1-c1cccc(S(=O)(=O)N2CCOCC2)c1	101	-11	5	-5	-13	-3	-21	0.3	102	104	-1
CCOC(=O)C1=C(CN2CCSCC2)NC(=O)NC1c1cc(C)ccc1C (stereo not drawn)	93	-5	1	0	-7	-3	-7	1.3	98	101	-1
N#Cc1nc(Cc2ccccc2)oc1NCCN1CCOCC1	101	0	1	-4	-7	-5	-5	0.2	109	105	-5
Cc1ccc(-n2nc(C)c3c(C(=O)OCC(=O)N(C)C4CCS(=O)(=O)C4)cc(-c4ccccc4)nc32)cc1 (stereo not drawn)	101	-13	12	-3	1	-2	-1	0.3	101	104	-3
O=C(Nc1ccc(F)c([N+](=O)[O-])c1)C1CC(=O)N(Cc2ccccc2)C1 (stereo not drawn)	96	0	0	0	-1	2	-3	0.0	103	100	2
CCCCCC(=O)NC(NC(=S)NC1CCS(=O)(=O)C1)C(Cl)(Cl)Cl (stereo not drawn)	93	-15	0	-9	1	-5	0	0.2	85	93	-9
CSc1nc(N(C)NC(=O)c2ccc(Cl)cc2)c2ccccc2n1	97	-38	1	-7	-3	-4	10	0.6	97	101	-3
CCN(CC)S(=O)(=O)c1ccc(Cl)c(NC(=O)c2ccc(C#N)cc2)c1	103	-4	17	-5	-3	-3	-1	1.2	104	106	-2
O=C(NNS(=O)(=O)c1ccccc1F)c1sccc1-n1cccc1	104	0	10	0	-2	-3	-5	2.3	104	103	1
c1ccc(CSc2ccc(-c3ccco3)nn2)cc1	101	-10	20	-7	-4	-2	-3	1.9	103	100	-7
COC(=O)C1C(=O)c2c(n[nH]c2C)CC1(C)C (stereo not drawn)	92	-1	2	0	0	-3	0	0.3	89	83	-1
CSc1cccc(NC(=O)c2ccccn2)c1	104	0	29	-1	1	0	-5	0.1	97	100	1
CCOC(=O)Cn1nnc2c(sc3nc4c(c(-c5ccc(Cl)cc5)c32)CCC4)c1=O	99	1	6	3	0	2	0	0.5	104	100	0
O=C(NC(=S)NCc1ccccc1)c1cccnc1	101	-3	0	-2	-1	0	-5	-0.3	104	103	-1
COc1ccc(NC(=O)c2cccc(OC(F)F)c2)cc1Cl	101	-7	1	1	-5	-1	-11	0.0	103	101	2
CCN(Cc1cn2cccnc2n1)C1CCCCC1	101	-3	-1	0	-3	-1	-4	-0.1	98	99	-3
C=C(C)CNC(=S)N=Nc1c(O)[nH]c2ccc([N+](=O)[O-])cc12	103	0	1	-2	0	2	0	-0.7	90	92	0
Nn1c(-c2ccco2)n[nH]c1=S	99	-8	1	-6	-3	0	0	0.3	98	97	-1
Cc1cccc2cc(CN(CC3CCCO3)C(=S)NCc3ccco3)c(=O)[nH]c12 (stereo not drawn)	101	-5	1	0	2	-2	20	1.8	101	100	6
O=C(NCc1ccco1)C1CC(=O)N(c2ccc(Cl)cc2)C1 (stereo not drawn)	103	-2	-1	-4	1	0	-5	-0.1	101	99	-4
COc1cc(C(=O)N(Cc2cccc(Cl)c2)C2CCS(=O)(=O)C2)cc(OC)c1OC (stereo not drawn)	101	-7	4	-4	-7	-1	-10	1.1	99	101	0
O=C1CCCC2=C1C(c1cn(-c3ccccc3)nc1-c1cccs1)c1c([nH]c(=O)[nH]c1=O)N2 (stereo not drawn)	98	1	-1	0	2	0	1	-0.7	98	103	2
Cc1cc2cc(CNC(=O)c3cccc([N+](=O)[O-])c3)ccc2n1C	104	-2	22	-2	-2	-2	1	1.1	100	103	-4

In a second layout: entries from further up
Fields: RGS7-Gao | Bim-Bcl-B | ABCG2 inh | Bcl-XL Bim block | Bim-Bcl-2 | Mcl-1 Bim block | Bfl-1 Bim block | ABCB1 block | RGS4-Gao reg | RGS8-Gao | Bim-Bcl-W
CCCCCC(=O)NC(NC(=S)NC1CCS(=O)(=O)C1)C(Cl)(Cl)Cl (stereo not drawn)
  93 | -15 | 0 | -9 | 1 | -5 | 0 | 0.2 | 85 | 93 | -9
CSc1nc(N(C)NC(=O)c2ccc(Cl)cc2)c2ccccc2n1
  97 | -38 | 1 | -7 | -3 | -4 | 10 | 0.6 | 97 | 101 | -3

Next part
SMILES	RGS7-Gao	Bim-Bcl-B	ABCG2 inh	Bcl-XL Bim block	Bim-Bcl-2	Mcl-1 Bim block	Bfl-1 Bim block	ABCB1 block	RGS4-Gao reg	RGS8-Gao	Bim-Bcl-W
O=S(=O)(c1ccc(Cl)cc1)c1snnc1-c1ccccc1	100	10	-1	-2	-8	-1	-8	0.0	102	101	-2
O=C1c2cccc3cccc(c23)C(=O)N1CCN1CCN(C(=S)Nc2ccc(Cl)cc2)CC1	100	2	40	-5	2	-9	0	0.0	103	102	-6
Cc1cc(C)cc(NC(=S)NCc2ccc(S(N)(=O)=O)cc2)c1	.	-9	0	-3	-1	-4	-5	-0.3	97	95	-6
CCOc1ccc(C(=O)Nc2nnc(NC(=S)Nc3ccccc3)s2)cc1	100	0	-3	0	0	64*	1	-0.7	102	102	-2
O=C(CCSCc1ccccc1Cl)NC1CCCC1	100	-9	2	23	8	33	7	0.1	102	101	6
CCN(CC)C(=O)Oc1ccc(OC(=O)N(CC)CC)cc1	?	-2	3	-3	-4	0	-5	0.1	100	100	0
O=C(NC(=S)N(CCO)Cc1ccccc1)c1cc(Br)ccc1Cl	99	-4	-2	-5	-2	0	-5	-2.1	101	99	0
COc1ccc(Cc2noc(CN3CCC(c4ccncc4)CC3)n2)cc1OC	97	-4	-1	-2	-4	-2	-7	0.7	103	102	-1
CSc1ccc(C#N)cc1NC(=O)c1ccc(Cl)nc1	102	0	3	-2	-1	0	-5	0.1	98	102	0
Cc1nn(C)c(C)c1C1C(C#N)=C(N)OC2=C1C(=O)CCC2 (stereo not drawn)	101	0	-1	-1	2	-1	0	-0.1	101	99	0
Cn1c(CN2CCCCC2)nc2cc(NC(=O)c3ccccc3Cl)ccc21	102	-14	2	-3	-3	-2	5	0.0	94	98	-3
Cc1cccc(NC(=O)c2cccc3c2-c2ccccc2C3=O)n1	107	-2	11	-1	-1	0	-6	0.5	104	104	0
COC1=CCC2([N+](=O)[O-])CN(CCO)CC1([N+](=O)[O-])C2 (stereo not drawn)	100	-3	4	-2	0	-1	0	0.6	99	100	0
Nc1cc(=O)[nH]c(SCC(=O)Nc2cc(Cl)cc(Cl)c2)n1	103	-5	-1	0	-4	4	-12	-0.1	102	103	3
CCC/C=N/NC(=O)c1[nH]c2c([N+](=O)[O-])cccc2c1C	102	-10	-2	-14	-3	-4	-12	-1.0	102	100	-5
COc1ccc(S(=O)(=O)NCCOc2ccccc2)cc1OC	99	-1	1	6	0	-8	1	0.5	101	99	0
O=C1ON=C(c2ccc(Cl)cc2)/C1=C/c1ccc(O)cc1	68	0	-1	-2	3	-6	5	-0.3	75	62	-1
COc1ccc(CN=C(Nc2ccccc2)SC2CC(=O)N(C)C2=O)cc1 (stereo not drawn)	104	-9	2	-9	-10	-10	-5	.	103	101	-7
CCNc1nc(NCC)nc(OCCOC(=O)COc2ccc(Cl)cc2Cl)n1	102	-5	3	-5	-2	-4	3	0.3	100	97	-5
O=C1C2CC=CCC2C(=O)N1n1cnnc1 (stereo not drawn)	102	-3	0	-2	-3	0	-5	-0.1	103	101	1
COc1cc(NC(=O)C2CCC(CNc3c(N4CCCCC4)c(=O)c3=O)CC2)cc(OC)c1 (stereo not drawn)	89	-3	1	0	-3	1	-11	0.3	96	99	0
CCOC(=O)C1CCCN(S(=O)(=O)c2ccc(Br)s2)C1 (stereo not drawn)	102	-14	-4	-7	-10	-7	-11	-1.5	104	103	-3
Cc1ccc(NC(=O)C(=O)NCC2CCCO2)cc1C (stereo not drawn)	?	3	0	0	3	0	4	-0.4	98	101	1
Cc1cc(-n2c(C)cc(C(=O)CN3C(=O)NC4(CCCCCC4)C3=O)c2C)no1	98	-9	7	-4	-7	-2	-13	4.9	99	101	4
CC(C)CCOc1ncnc2c1sc1nc3c(cc12)CSC(C)(C)C3	106	-2	4	0	7	5	1	0.4	106	106	0

In the list so far, these have an NH in an aromatic ring.
SMILES	RGS7-Gao	Bim-Bcl-B	ABCG2 inh	Bcl-XL Bim block	Bim-Bcl-2	Mcl-1 Bim block	Bfl-1 Bim block	ABCB1 block	RGS4-Gao reg	RGS8-Gao	Bim-Bcl-W
NS(=O)(=O)c1ccc(CCNC(=O)C(=O)c2c[nH]c3ccccc23)cc1	98	-6	-4	-2	-6	-4	-1	-0.4	100	101	-3
COC(=O)C1C(=O)c2c(n[nH]c2C)CC1(C)C (stereo not drawn)	92	-1	2	0	0	-3	0	0.3	89	83	-1
C=C(C)CNC(=S)N=Nc1c(O)[nH]c2ccc([N+](=O)[O-])cc12	103	0	1	-2	0	2	0	-0.7	90	92	0
Nn1c(-c2ccco2)n[nH]c1=S	99	-8	1	-6	-3	0	0	0.3	98	97	-1
Cc1cccc2cc(CN(CC3CCCO3)C(=S)NCc3ccco3)c(=O)[nH]c12 (stereo not drawn)	101	-5	1	0	2	-2	20	1.8	101	100	6
O=C1CCCC2=C1C(c1cn(-c3ccccc3)nc1-c1cccs1)c1c([nH]c(=O)[nH]c1=O)N2 (stereo not drawn)	98	1	-1	0	2	0	1	-0.7	98	103	2
Nc1cc(=O)[nH]c(SCC(=O)Nc2cc(Cl)cc(Cl)c2)n1	103	-5	-1	0	-4	4	-12	-0.1	102	103	3
CCC/C=N/NC(=O)c1[nH]c2c([N+](=O)[O-])cccc2c1C	102	-10	-2	-14	-3	-4	-12	-1.0	102	100	-5
